Screening results as filed in PubChem.
TNAP activation fold = human TNAP enzyme activators, primary screen, biochemical, luminescent, no phosphate acceptor, uHTS (AID 1001) | Alkaline phosphatase, tissue-nonspecific isozyme (Homo sapiens) | purified TNAP, luminescent activation assay, no phosphate acceptor; higher activation fold means a stronger effect | activation fold at 20 µM; hits with a dose series show EC50 in µM | actives 0.03% (n = 200,000); in the data active = activation fold from about 3, or a potency from the dose series; inactive = the rest, 99 in 100 with activation fold below about 1.6; also: many of its hits are not listed in these tables
human PMI inhibitors = human PMI inhibitors, high substrate, primary screen, biochemical, fluorescence intensity, high mannose 6-phosphate (AID 1220); actives 0.66% (n = 190,000); Mannose-6-phosphate isomerase (Homo sapiens); inhibition, % at 20 µM; hits with a dose series show IC50 in µM; recombinant PMI enzyme, coupled fluorescence intensity; higher % means a stronger effect
HEK293 NOD2/NF-kB = NOD2 signaling inhibitors, cell-based, luminescence, uHTS, HEK293 (AID 1566). actives 0.63% (n = 290,000). inhibition, % at 4 µM; hits with a dose series show EC50 in µM. HEK293 NOD2/NF-kB luciferase reporter, luminescence; higher % means a stronger effect; also: many of its hits are not listed in these tables
KOR beta-arrestin-1 = KOR agonists, beta-arrestin recruitment, primary screen, cell-based, luminescence, uHTS (AID 1777); activation, % at 10 µM, or EC50 in µM where a hit was titrated; Kappa-type opioid receptor (Homo sapiens); KOR beta-arrestin recruitment, luminescence; higher % means a stronger effect; actives 0.02% (n = 280,000); in the data active = activation above about 50%, passing the limit was not always enough; also: a part of the inactive calls stands beside numbers as strong as those of hits
LYP inhibition = inhibitors of LYP phosphatase, biochemical, fluorescence intensity, uHTS (AID 1779). Tyrosine-protein phosphatase non-receptor type 22 (Homo sapiens). recombinant LYP phosphatase, fluorescence intensity; higher % means a stronger effect. one-dose inhibition, % at 11.5 µM; IC50 in µM for titrated hits. actives 0.054% (n = 290,000);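 also: plate controls were vehicle with enzyme for no effect and no enzyme for full effect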
NOD1 inhibition = NOD1 signaling inhibitors, primary screen, cell-based, luminescence, uHTS (AID 1578) | one-dose inhibition, % at 4 µM; EC50 in µM for titrated hits | NOD1-driven NF-kB luciferase reporter cells, luminescence; higher % means a stronger effect | actives 1% (n = 290,000); in the data active = inhibition mostly above about 36%, no sharp cut-off; inactive = mostly below about 34%;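 also: HEK-293T reporter cells stimulated with the NOD1 agonist gamma-tri-DAP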
KOR beta-arrestin-2 = KOR antagonists, beta-arrestin recruitment, cell-based, luminescence, uHTS (AID 1778). KOR beta-arrestin recruitment, luminescence, antagonist mode; higher % means a stronger effect. one-dose inhibition, % at 10 µM; IC50 in µM for titrated hits. actives 0.091% (n = 290,000); also: strong numbers were not always called active
XIAP antagonists = XIAP antagonists, biochemical, IAP family, fluorescence polarization (AID 1018) | E3 ubiquitin-protein ligase XIAP (Homo sapiens) | displacement, % at 20 µM; hits with a dose series show IC50 in µM | actives 0.007% (n = 200,000) | XIAP BIR domain, fluorescence polarization peptide displacement; higher % means a stronger effect; in the data active = displacement above about 50%; also: a part of the inactive calls stands beside numbers as strong as those of hits
human PMI inhibition = inhibitors of human PMI, primary screen, biochemical, fluorescence intensity, coupled assay (AID 1209); Mannose-6-phosphate isomerase (Homo sapiens); purified PMI enzyme, coupled fluorescence intensity; higher % means a stronger effect; inhibition, % at 20 µM; hits with a dose series show IC50 in µM; actives 0.42% (n = 190,000);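 also: plate controls were DMSO vehicle for no effect and wells lacking substrate for full effect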
* = called active by the depositor; . = not tested or not shown; [ ] = remark or other dose. Rule as the data show it, unless noted: active = inhibition above about 50%; inactive = the rest. Not all compounds are listed; the hit share may differ from the screen's.

item	SMILES	TNAP activation fold	human PMI inhibitors	HEK293 NOD2/NF-kB	KOR beta-arrestin-1	LYP inhibition	NOD1 inhibition	KOR beta-arrestin-2	XIAP antagonists	human PMI inhibition
1	NC(=S)N/N=C/c1ccc(-c2cc(Cl)ccc2Cl)o1	1.5	-51%	-79%	0.0%	-3%	-56%	-59%	-4.1%	-23%
2	C/C(=N/NC(=O)c1cccc(N2CCCC2=O)c1)c1ccc(Br)cc1	.	.	11%	-0.6%	-9%	19%	-28%	.	.
3	Cc1c(Cc2ccc3c(c2)OCO3)sc(NC(=O)c2ccccc2)c1C(N)=O	1.1	3%	2%	-0.8%	2%	-44%	-12%	2.1%	-2%
4	CCOCCCNC(=O)c1cccs1	1	0%	-4%	-2.2%	-16%	-11%	-2%	-5.0%	-2%
5	CCOC(=O)N1CCN(C(=O)c2ccc3c(SCC(=O)O)c4c(nc3c2)CCCC4)CC1	1.1	-22%	16%	-0.6%	-1%	4%	3%	-3.4%	-8%
6	CC(/C=N/NC(=O)Cc1cccn1C)=C\c1ccco1	1.1	-14%	-14%	-2.0%	5%	-16%	2%	-0.1%	7%
7	Cc1c(CN2CCCC(C(=O)Nc3cccc(-n4cccn4)c3)C2)cnn1C (stereo not given)	.	.	-23%	-2.2%	-4%	-2%	10%	.	.
8	CNc1nc(SC)nc2ccccc12	1	-1%	12%	-0.4%	-1%	-21%	-36%[20 µM]	-5.5%	2%
9	O=C(CCCc1nc(-c2ccc(Cl)cc2)no1)NCC1CCCO1 (stereo not given)	.	.	45%	-2.6%	-8%	-3%	-4%	.	.
10	CC(=O)NS(=O)(=O)c1ccc(NS(=O)(=O)c2ccc3ccccc3c2)cc1	.	.	1%	-0.3%	6%	-9%	-24%	.	.
11	CC(=O)c1cc2c(cc1NS(=O)(=O)c1ccccc1)OCO2	1.2	2%	10%	-4.3%	-9%	-8%	7%	2.4%	-4%
12	COCCSc1nnc(NC(=O)Cc2ccccc2OC)s1	1.1	10%	8%	0.6%	-6%	-12%	23%	-1.8%	12%
13	CC(=O)Nc1ccc(NC(=O)C(C)N(C)CC(=O)Nc2ccccc2Br)cc1 (stereo not given)	.	.	18%	-3.1%	-8%	5%	10%	.	.
14	CCOC(=O)C1(C)NC(c2ccco2)C2C(=O)N(CC)C(=O)C21 (stereo not given)	1	-4%	4%	-3.2%	-3%	-25%	5%	-4.4%	1%
15	COc1ccc(S(=O)(=O)Nc2cc(C)ccn2)cc1OC	1.1	-2%	1%	6.3%	-7%	-23%	9%	-1.7%	0%
16	O=C(C1CCCN(Cc2ccccc2C(F)(F)F)C1)N1CCCCC1 (stereo not given)	1	1%	-7%	4.3%	-5%	0%	-23%	-3.3%	4%
17	CC(=O)N1CCCc2cc(S(=O)(=O)Nc3cccc(C)c3C)ccc21	.	.	-7%	-8.9%	-7%	-12%	-26%	.	.
18	CCN(CC)CCCNC(=O)CNC(=O)c1nn(-c2ccc(OC)c(OC)c2)c(=O)c2ccccc12	.	.	-65%	2.2%	-8%	7%	-34%	.	.
19	Cc1cc(OC(=O)c2cc(Br)ccc2Cl)c([N+](=O)[O-])c(=O)[nH]1	.	.	7%	1.7%	-12%	-30%	-24%[20 µM]	.	.
20	COc1ccccc1-c1nc2cc(Cl)ccc2c(=O)n1O	.	.	3%	-3.8%	-11%	-1%	41%	.	.
21	O=C(O)COc1ccccc1/C=N/Nc1ccc(S(=O)(=O)N2CCOCC2)cc1[N+](=O)[O-]	0.8	-2%	5%	-5.7%	6%	-30%	3%	-8.1%	-14%
22	CC(=O)c1c(C)nc(C)nc1NC(=O)C(C)C	1.1	-5%	-2%	3.7%	1%	13%	-48%	-9.9%	14%
23	CCC1S/C(=N/N=C/c2ccco2)N(c2ccc(F)cc2)C1=O (stereo not given)	1	12%	-3%	-0.1%	7%	-41%	.	-5.1%	5%
24	Cc1sc2nc(CN3CCN(S(=O)(=O)c4cccc5nonc45)CC3)[nH]c(=O)c2c1C	1.1	-2%	-6%	1.7%	-6%	-33%	12%	-2.7%	1%
25	Cc1cccc2c(N=Nc3ccc(S(=O)(=O)Nc4cccc(Cl)c4)cc3[N+](=O)[O-])c(O)[nH]c12	0.8	4%	3%	-9.3%	-2%	-28%	1%[20 µM]	-4.4%	4%

Another view of part of the listing above.
entry | TNAP activation fold | human PMI inhibitors | HEK293 NOD2/NF-kB | KOR beta-arrestin-1 | LYP inhibition | NOD1 inhibition | KOR beta-arrestin-2 | XIAP antagonists | human PMI inhibition | compound
9 | . | . | 45% | -2.6% | -8% | -3% | -4% | . | . | O=C(CCCc1nc(-c2ccc(Cl)cc2)no1)NCC1CCCO1 (stereo not given)
10 | . | . | 1% | -0.3% | 6% | -9% | -24% | . | . | CC(=O)NS(=O)(=O)c1ccc(NS(=O)(=O)c2ccc3ccccc3c2)cc1

Returning to the listing, starting 2 compounds before the break.
item	SMILES	TNAP activation fold	human PMI inhibitors	HEK293 NOD2/NF-kB	KOR beta-arrestin-1	LYP inhibition	NOD1 inhibition	KOR beta-arrestin-2	XIAP antagonists	human PMI inhibition
24	Cc1sc2nc(CN3CCN(S(=O)(=O)c4cccc5nonc45)CC3)[nH]c(=O)c2c1C	1.1	-2%	-6%	1.7%	-6%	-33%	12%	-2.7%	1%
25	Cc1cccc2c(N=Nc3ccc(S(=O)(=O)Nc4cccc(Cl)c4)cc3[N+](=O)[O-])c(O)[nH]c12	0.8	4%	3%	-9.3%	-2%	-28%	1%[20 µM]	-4.4%	4%
26	Cc1cccc(C)c1NC(=O)Cn1nnnc1N	1	28%	-1%	-2.9%	-1%	-25%	-4%	-2.5%	-1%
27	Cc1ccc(NC(=O)CSc2nnc(Cc3ccccc3)o2)cc1	1.2	12%	-16%	3.3%	0%	-43%	-23%	-11%	5%
28	CCN(CC)S(=O)(=O)c1ccc(C)c(NC(=O)CN2CCN(C)CC2)c1	.	.	-3%	0.8%	-9%	-2%	-13%	.	.
29	Cc1ccc(/C=C/C(=O)c2ccc(C)cc2)cc1	1	12%	2%	-2.1%	-4%	-47%	7%	-5.4%	6%
30	O=C(CCCn1c(SCC(=O)NCC2CCCO2)nc2ccccc2c1=O)NCC1CCCO1 (stereo not given)	1	1%	5%	-0.8%	-3%	2%	-19%	-20%	2%
31	Cc1ccc(C(=O)N/N=C\c2ccc([N+](=O)[O-])s2)cn1	0.8	14%	35%	-2.5%	1%	32%	32%	-2.3%	4%
32	COc1ccc(OCCSc2ncnc3nc[nH]c23)cc1	1	1%	-17%	-2.0%	-5%	-27%	1%	-2.3%	-4%
33	CC(=O)Nc1cccc(Oc2cc(C#N)c(C#N)cc2N2CCOCC2)c1	1.1	2%	-9%	3.8%	-8%	-26%	2%	-1.7%	2%
34	CCOc1cccc(C(=O)NC(=S)NCc2cccnc2)c1	1	8%	18%	-1.6%	-1%	-13%	18%	-4.3%	18%
35	O=C(CCC(=O)c1cccs1)NCc1cccnc1	1	-1%	0%	0.0%	-6%	-28%	24%	-8.0%	-3%
36	CC(C)[C@H](NC(=O)[C@@H]1CSC2c3ccccc3C(=O)N21)C(=O)NC1CCCCC1 (stereo not given in full)	.	.	14%	5.5%	1%	3%	-7%	.	.
37	O=C(COC(=O)c1cccc(Oc2ccccc2)c1)NCc1ccco1	1.1	2%	-4%	1.5%	-8%	5%	-16%	-5.3%	8%
38	CC(C)C(O)(C#CCN1CCCCC1)c1ccccc1 (stereo not given)	1.1	-2%	6%	2.4%	-10%	-10%	-7%	-2.8%	-3%
39	Cc1ccccc1CN1CCN(CC(=O)NCCCN2CCN(c3ccc(F)cc3)CC2)C1=O	1.1	-4%	30%	3.5%	2%	27%	-20%	0.8%	-3%
40	COc1ccccc1N1CCN(C(=O)COc2ccc(Cl)cc2)CC1	1.1	15%	23%	3.4%	-9%	3%	10%	-2.5%	8%
41	Cc1ccc2nc(N3C(=O)C(O)=C(C(=O)c4ccco4)C3c3ccc(C)o3)sc2c1 (stereo not given)	.	.	-35%	0.0%	-1%	7%	-37%	.	.
42	c1ccc(NNC2=NCCS2)cc1	.	.	-32%	-5.5%	-8%	-13%	-13%	.	.
43	O=c1cc2c(nn1Cc1ccc(Cl)cc1Cl)-c1ccccc1CC2	1	9%	7%	2.2%	-3%	21%	16%	-0.4%	18%
44	O=C(C(=C1NCCN1)n1cncn1)c1ccccc1	1.1	-5%	10%	-4.5%	-4%	-42%	-19%	1.0%	-3%
45	Cc1ccc(-n2c(C)nc3ncnc(-c4ccccc4)c32)cc1	1	2%	18%	0.1%	-7%	14%	23%	-1.2%	5%
46	COc1ccc(S(=O)(=O)N(CC(=O)NC2CC2)c2ccc(C)cc2)cc1OC	1.1	5%	12%	-2.0%	-11%	-18%	3%	-1.8%	6%
47	CCCCc1cc(=O)oc2cc(OCC(=O)NCCN3CCOCC3)c(Cl)cc12	.	.	6%	-0.6%	-8%	-34%	-1%	.	.
48	C=CCc1ccc(OCCCOc2ccc(C)cc2OC)c(OC)c1	1.1	5%	0%	6.3%	-8%	-22%	-2%	82%	4%
49	O=C1CC(=O)Nc2cc(S(=O)(=O)Nc3ccc(Cl)c(C(F)(F)F)c3)ccc2N1	.	.	1%	-4.5%	-10%	-24%	7%	.	.
50	CCCNC(=O)c1ccccc1NC(=O)c1ccc(CSc2ccccc2)cc1	1.2	14%	18%	-3.6%	4%	9%	0%	-3.0%	18%

(listing goes on)
item	SMILES	TNAP activation fold	human PMI inhibitors	HEK293 NOD2/NF-kB	KOR beta-arrestin-1	LYP inhibition	NOD1 inhibition	KOR beta-arrestin-2	XIAP antagonists	human PMI inhibition
51	Cc1csc(NC(=O)CSc2ncnc3ccccc23)n1	.	.	-4%	0.4%	-4%	-6%	25%	.	.
52	CC1CCN(C(=O)CCCC(=O)N2CCC(C)CC2)CC1	.	.	-7%	-2.3%	-9%	-32%	-1%	.	.
53	COc1ccc(CCn2c(C)cc3c(c2=O)C(c2ccc4c(c2)OCO4)C(C#N)=C(N)O3)cc1OC (stereo not given)	1.1	7%	-2%	5.7%	-4%	-5%	-13%	-1.4%	13%
54	CC(=O)c1ccc(NC(=S)NCc2ccc(Cl)cc2Cl)cc1	1.2	3%	22%	-1.7%	10%	-24%	-10%	-4.3%	10%
55	CC1(C)Cc2c(c(=S)nc(-c3ccccc3)n2CCCN2CCOCC2)CO1	0.9	-3%	9%	0.4%	10%	-17%	-13%	-6.9%	-4%
56	CN1CCN(C2=Cc3ccccc3Sc3cc(F)ccc32)CC1	1.1	-3%	7%	-4.3%	-5%	-22%	24%	-0.3%	-4%
57	CN1c2ccccc2C(C)(C)C12CC(CCl)=NO2 (stereo not given)	1.1	-7%	-1%	4.4%	-4%	-32%	-18%	-5.6%	-7%
58	O=C(CCC(=O)N1CCN(c2ccccn2)CC1)Nc1nnc(C(F)(F)F)s1	.	.	-8%	2.2%	-3%	-2%	-1%	.	.
59	CC(=O)OCCCNc1cc(Sc2ccc(C)cc2)c2nonc2c1[N+](=O)[O-]	0.9	46%	16%	-5.8%	-8%	47%	13%	-2.5%	22%
